FBPA Giardia inh – Giardia lamblia aldolase inhibition; Potency, µM (highest dose often 59.6 µM), inactives show at the top dose activity, negative = inhibition, usual class: inhibitors; A8B2U2; AID 2451; actives 0.71% (n = 290,000); purified Giardia FBPA; active = well fitted inhibition curve with a large enough effect; inconclusive = small, poorly fitted or top-dose-only effect, or effect the other way; also: nearly all actives have a fitted effect of over 55% in size
Target sequence (A8B2U2 whole entry, looked up): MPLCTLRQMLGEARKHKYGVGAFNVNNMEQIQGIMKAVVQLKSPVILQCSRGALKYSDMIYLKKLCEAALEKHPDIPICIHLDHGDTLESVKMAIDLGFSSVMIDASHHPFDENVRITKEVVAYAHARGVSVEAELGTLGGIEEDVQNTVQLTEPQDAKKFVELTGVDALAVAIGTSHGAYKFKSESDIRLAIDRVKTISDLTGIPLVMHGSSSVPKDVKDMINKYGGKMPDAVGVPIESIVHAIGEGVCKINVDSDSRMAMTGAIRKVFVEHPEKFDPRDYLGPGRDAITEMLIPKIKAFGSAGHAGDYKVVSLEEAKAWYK
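Giardia FBPA (40 nM reagent) was preincubated 10 min at RT with compound (up to 57.5 uM final), then substrate plus GAPDH/TPI/NAD/arsenate coupling system with diaphorase/resazurin was added; resorufin fluorescence (525/598 nm) was read after 20 min.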
* hit, by the source's call; & = joins results of further samples; [ ] = remark or other dose. % is scaled to controls: 0 for no effect and ±100 for the full control effect; potency is read from the fitted curve at half-maximal effect.

Screening C[C@H]1O[C@H](O[C@H]2[C@H](O)[C@@H](O)[C@@H](O)[C@H](O)[C@@H]2O)[C@@H](N)C[C@@H]1NC(=N)C(=O)O returned FBPA Giardia inh inconclusive.
CCCC[C@H]1CCCO[C@@](C(=O)NCCN2CCOCC2)(C(F)(F)F)C1 was read as FBPA Giardia inh 10.0%.
COc1ccc(C(=O)N2CCC[C@@]3(CCN(c4cccc(-c5ccccc5)c4)C3)C2)cc1 was read as FBPA Giardia inh -11.0%.
CCCCCCCC/C=C\CCCCCCCC(=O)OC[C@@H](COP(O)(O)=S)OC was read as FBPA Giardia inh inconclusive.
For COC(=O)C/C=C\[C@@H](C)[C@@H](/C=N\O[C@@H](C)c1cc(-c2c(C)cc(C)cc2C)no1)OC the results were FBPA Giardia inh -0.9%[12.9 µM].
C[C@]12CC[C@@H]3c4ccc(O)cc4CC[C@H]3[C@@H]1CC[C@H]2O was read as FBPA Giardia inh 4.7%.
For COc1ccc([C@H]2OCC3C2CO[C@@H]3c2ccc(OC)c(OC)c2)cc1OC (stereo partly specified) the results were FBPA Giardia inh 3.9%.
Screening CCC1=C(OC(=O)N(CC)CC)N2C(=O)OC(=NCC3CC3)[C@]2(C)[C@H]2C1=CC[C@H]1C(=O)N(c3ccccc3)C(=O)[C@H]12 returned FBPA Giardia inh -2.8%.
`NCCCCCCNc1nc2c(N)ncnc2n1[C@@H]1O[C@@H]2COP(=O)(O)O[C@H]2[C@H]1O` gave FBPA Giardia inh -0.7%.
`CCC(C)C1NC(=O)C(CCNCS(=O)(=O)O)NC(=O)C(NC(=O)C(CCNCS(=O)(=O)O)NC(=O)C(NC(=O)C(CCNCS(=O)(=O)O)NC(=O)CCCCC(C)C)C(C)O)CCNC(=O)C(C(C)O)NC(=O)C(CCNCS(=O)(=O)O)NC(=O)C(CCNCS(=O)(=O)O)NC(=O)C(C(C)CC)NC1=O` (stereo unspecified) gave FBPA Giardia inh -3.4%.
CC(C)=CCCN1CCC(NC(=O)C(O)(c2ccccc2)C2CCCC2)CC1 (stereo unspecified) was read as FBPA Giardia inh 2.6%.
Screening NC[C@@H](CC(=O)O)c1ccc(Cl)cc1 returned FBPA Giardia inh 5.3%.
`CCOC(=O)N(C)C(=O)CSP(=S)(OCC)OCC` gave FBPA Giardia inh -3.8%.
N#Cc1ccc(CS(=O)(=O)c2ccccc2)cc1 was read as FBPA Giardia inh 0.2%.
For COc1ccc(-c2nc3c(c4c2C[C@H](c2ccccc2)OC4)CN(S(=O)(=O)c2ccc(C)cc2)CC3)c(C)c1 the results were FBPA Giardia inh 1.5%[12.9 µM].

Ten compounds out of the list, arranged by SMILES length, lowest first.
Screening NC[C@@H](CC(=O)O)c1ccc(Cl)cc1 returned FBPA Giardia inh 5.3%.
`CCOC(=O)N(C)C(=O)CSP(=S)(OCC)OCC` gave FBPA Giardia inh -3.8%.
CC(C)=CCCN1CCC(NC(=O)C(O)(c2ccccc2)C2CCCC2)CC1 (stereo unspecified) was read as FBPA Giardia inh 2.6%.
CCCCCCCC/C=C\CCCCCCCC(=O)OC[C@@H](COP(O)(O)=S)OC was read as FBPA Giardia inh inconclusive.
For COc1ccc([C@H]2OCC3C2CO[C@@H]3c2ccc(OC)c(OC)c2)cc1OC (stereo partly specified) the results were FBPA Giardia inh 3.9%.
`NCCCCCCNc1nc2c(N)ncnc2n1[C@@H]1O[C@@H]2COP(=O)(O)O[C@H]2[C@H]1O` gave FBPA Giardia inh -0.7%.
For COC(=O)C/C=C\[C@@H](C)[C@@H](/C=N\O[C@@H](C)c1cc(-c2c(C)cc(C)cc2C)no1)OC the results were FBPA Giardia inh -0.9%[12.9 µM].
For COc1ccc(-c2nc3c(c4c2C[C@H](c2ccccc2)OC4)CN(S(=O)(=O)c2ccc(C)cc2)CC3)c(C)c1 the results were FBPA Giardia inh 1.5%[12.9 µM].
Screening C[C@H]1O[C@H](O[C@H]2[C@H](O)[C@@H](O)[C@@H](O)[C@H](O)[C@@H]2O)[C@@H](N)C[C@@H]1NC(=N)C(=O)O returned FBPA Giardia inh inconclusive.
`CCC(C)C1NC(=O)C(CCNCS(=O)(=O)O)NC(=O)C(NC(=O)C(CCNCS(=O)(=O)O)NC(=O)C(NC(=O)C(CCNCS(=O)(=O)O)NC(=O)CCCCC(C)C)C(C)O)CCNC(=O)C(C(C)O)NC(=O)C(CCNCS(=O)(=O)O)NC(=O)C(CCNCS(=O)(=O)O)NC(=O)C(C(C)CC)NC1=O` (stereo unspecified) gave FBPA Giardia inh -3.4%.

More entries follow:
Cc1ccc(C(C)C)n1C(=O)OC(C)(C)C was read as FBPA Giardia inh 0.0%[12.9 µM].
`CC(=O)OCC(=O)[C@@]12OC3(CCCC3)OC1CC1C3CCC4=CC(=O)C=C[C@@]4(C)[C@]3(F)C(O)C[C@]12C` (stereo partly specified) gave FBPA Giardia inh -8.5%.
`C1CC[C@H]([C@@]23C[C@H](C[C@H]4CCCN[C@H]42)[C@@H]2CCCCN2C3)NC1` gave FBPA Giardia inh 0.5%.
For CN(C)c1ccc(O)c2c1C[C@@H]1C[C@H]3C(N(C)C)C(=O)C(C(N)=O)=C(O)[C@@]3(O)C(=O)C1=C2O (stereo partly specified) the results were FBPA Giardia inh -29.6%.
Screening COc1ccc(COC(=O)N/N=C2/C[C@@H](O)[C@@H](O)[C@@H]3[C@@H]4C(=O)N(Cc5ccc6c(c5)OCO6)C(=O)[C@H]4CC[C@@H]23)cc1 returned FBPA Giardia inh 5.3%[12.9 µM].
`CC(=O)N1CCC[C@@]2(CCN(c3ccncc3)C2)C1` gave FBPA Giardia inh -0.9%.
Screening CSC(=S)NCc1c[nH]c2ccccc12 returned FBPA Giardia inh -4.5%&-3.5%.
Screening CCNc1ncc2nc(-c3cccs3)c(=O)n(C[C@H]3CCCO3)c2n1 returned FBPA Giardia inh 2.5%.
Screening CC(C)N=C(N)/N=C(\N)Nc1ccc(Cl)cc1 returned FBPA Giardia inh -0.1%[21.7 µM].
Screening COc1ccc(Oc2ncc3nc(-c4cc(F)cc(F)c4)c(=O)n(CCC#N)c3n2)cc1 returned FBPA Giardia inh -9.7%.
COc1ccc(-c2cc(C3C4C=CCC(C)C4C(=O)N3Cc3ccccc3)ccc2F)cc1 (stereo unspecified) was read as FBPA Giardia inh -1.1%.
CC(=O)OC1CC2C(C)(C)C(O)C=C[C@@]2(C)C2CC[C@@]3(C)C(c4ccoc4)OC(=O)C4OC43[C@]12C (stereo partly specified) was read as FBPA Giardia inh 5.9%.
For COc1cc(N[C@@H](C)CCCN)c2ncccc2c1 the results were FBPA Giardia inh inconclusive.
Screening COc1ccccc1CN1CC2(CCN(S(C)(=O)=O)CC2)C1 returned FBPA Giardia inh -0.2%.
`C#Cc1cccc2c1c(C(=O)c1ccc(Cn3c(C)nc4cnccc43)c(F)c1)cn2C(=O)N(C)C` gave FBPA Giardia inh -8.1%.
For C[C@H]1C=C2C=C[C@H](C)[C@H](CC[C@@H]3C[C@@H](O)CC(=O)O3)[C@H]2[C@@H](OC(=O)[C@@H](C)CCO)C1 the results were FBPA Giardia inh -6.7%.
`COC(=O)[C@@]1(Cc2ccc(OC)cc2)[C@H]2c3cc(C(=O)N4CCCC4)n(Cc4cc(F)cc5c4OCOC5)c3C[C@H]2CN1C(=O)c1ccccc1` gave FBPA Giardia inh -5.0%.
COC(=O)c1ccc(C(NC(=O)OCc2ccccc2)/C(=C/[C@@H](C)C(=O)Nc2ccccc2)c2cccnc2)cc1 (stereo partly specified) was read as FBPA Giardia inh 0.0%.
Screening CC(=O)OCC1OC(C#Cc2ccc(Br)cc2)C=CC1OC(C)=O (stereo unspecified) returned FBPA Giardia inh -3.3%[12.9 µM].
For COc1cccc(Cn2c(=O)c(-c3cc(F)cc(F)c3)nc3cnc(N(C)C)nc32)c1 the results were FBPA Giardia inh 0.5%.
For Oc1ccc2c(c1)OCC1c3cc4c(cc3OC21)OCO4 (stereo unspecified) the results were FBPA Giardia inh 3.6%.
For C[C@@H]1C[C@H]2[C@H]3C[C@@H](F)C4=CC(=O)C=C[C@]4(C)[C@@]3(Cl)[C@@H](O)C[C@@]2(C)[C@@H]1C(=O)COC(=O)C(C)(C)C the results were FBPA Giardia inh -4.7%[21.7 µM].
Screening Cc1cnc(CNc2cc(-c3ccccc3Cl)ncn2)cn1 returned FBPA Giardia inh -7.7%.
N#Cc1ccc(CN2CC[C@@]3(CCCN(C(=O)c4ccncc4)C3)C2)cc1 was read as FBPA Giardia inh 4.8%.
Screening COc1cccc(Cn2c(=O)c(-c3ccc(Cl)cc3)nc3cnc(N4CCNCC4)nc32)c1 returned FBPA Giardia inh 1.2%.
`C/C=C1/C[C@@H](C)[C@@](C)(O)C(=O)OCC2=CCN3CC[C@@H](OC1=O)[C@@H]23` gave FBPA Giardia inh -10.9%.
For CN(C)c1ccc(/C=C2\C(=O)Nc3ccccc32)c2ccccc12 the results were FBPA Giardia inh -0.6%.
Screening CCC(C)C(NC)C(=O)O (stereo unspecified) returned FBPA Giardia inh -8.1%.
`CCNc1ncc2nc(C)c(=O)n(C[C@H]3CCCO3)c2n1` gave FBPA Giardia inh 3.3%.
For COc1ccc2c(c1)[C@@]1(C)CCC[C@](C)(CO)C1CC2 (stereo partly specified) the results were FBPA Giardia inh -2.3%.
For CCN(C/C=C/C#CC(C)(C)C)Cc1cccc(OCc2cc(-c3ccsc3)cs2)c1 the results were FBPA Giardia inh -4.8%.
`CC(C)[C@@H](OCc1ccccc1)[C@H](C)CO/N=C1/[C@H]2OC2[C@@H](O)[C@H]2[C@H]1CCn1c(=O)n(-c3ccccc3)c(=O)n12` (stereo partly specified) gave FBPA Giardia inh -0.2%[12.9 µM].
Screening O=C(c1ccco1)N1CCC[C@@]2(CCN(Cc3ccccc3)C2)C1 returned FBPA Giardia inh -2.8%.
`O=c1c(-c2cccc(F)c2)nc2cncnc2n1C1CC1` gave FBPA Giardia inh 5.8%.
`COC(=O)[C@@H]1C[C@H]1[C@@H](NC(=O)c1cnccn1)c1ccccc1` gave FBPA Giardia inh 7.3%.
`C=C1C(=O)[C@]23[C@H](O)[C@H]1CC[C@H]2[C@@]12COC3(O)[C@H](O)[C@@H]1C(C)(C)CC[C@@H]2O` gave FBPA Giardia inh 10.6%.
`CS(=O)(=O)N1CCC2(CCCN(c3ccccn3)C2)CC1` gave FBPA Giardia inh -6.3%.
`CN1CCN2c3ccccc3Cc3ccccc3[C@@H]2C1` gave FBPA Giardia inh inconclusive.
For COC(=O)[C@@H]1CCCN1C(=O)[C@@H](C)CO the results were FBPA Giardia inh -1.4%[12.9 µM].
CCCN1CCO[C@@H]2c3cc(O)ccc3OC[C@@H]21 was read as FBPA Giardia inh 0.3%.
c1cc2c(cc1C1OC[C@@H]3C(c4ccc5c(c4)OCO5)OCC13)OCO2 (stereo partly specified) was read as FBPA Giardia inh 4.9%.
COc1cccc(CS(=O)(=O)c2nnnn2CC(C)C)c1 was read as FBPA Giardia inh 3.5%.
For CCNc1ncc2nc(-c3ccc(Cl)cc3)c(=O)n(C)c2n1 the results were FBPA Giardia inh 0.6%.
CCC[C@@H]1C[C@@]1(CCC)C(NC(=O)c1ccco1)c1ccc(Cl)cc1 (stereo partly specified) was read as FBPA Giardia inh 0.8%.
For C=CCC1(O)CCOc2ccccc21 (stereo unspecified) the results were FBPA Giardia inh 4.1%.
For Cc1cccc(C)c1Nc1oc(-c2ccccc2)nc1-c1ccccc1 the results were FBPA Giardia inh 1.7%.
Screening OC/C=C/c1ccc(O)c(O)c1 returned FBPA Giardia inh -16.3%.
For Nc1nc(-c2nn(Cc3ccccc3F)c3ncccc23)ncc1C1CC1 the results were FBPA Giardia inh 11.6%.
For CC(C)C(C(=O)O)N1C(=O)/C(=C/c2ccc(Br)cc2)SC1=S (stereo unspecified) the results were FBPA Giardia inh 6.7%.
Cc1ccccc1-c1nccc(Nc2ccc(F)cc2)n1 was read as FBPA Giardia inh -10.2%.
`CNc1nc(Cl)nc2c1ncn2CC(COC(=O)C(C)(C)C)COC(=O)C(C)(C)C` gave FBPA Giardia inh -12.6%.
COC(=O)CN=C1OC(=O)N2C(=O)C3=C4C(C[C@H]5C(=O)N(c6ccccc6)C(=O)[C@H]5[C@H]4[C@@]12Cc1ccccc1)[C@H]1C(=O)N(c2ccccc2)C(=O)[C@H]1[C@H]3C (stereo partly specified) was read as FBPA Giardia inh 2.3%.
For CCCCCCCCCCCCC/C=C/[C@@H](O)C(CO)NC(C)=O (stereo partly specified) the results were FBPA Giardia inh -1.9%.
Screening O=c1ncccn1[C@@H]1O[C@H](CO)[C@@H](O)[C@H]1O returned FBPA Giardia inh -0.1%.
`CC(=O)OCC(NC(=O)C(C)NC(=O)OC(C)(C)C)C1OC(n2cc(F)c(=O)[nH]c2=O)C(OC(C)=O)C1OC(C)=O` (stereo unspecified) gave FBPA Giardia inh 5.3%.
For Cc1cccc(CNc2ccnc(-c3cccc(NS(C)(=O)=O)c3)n2)c1 the results were FBPA Giardia inh -15.0%.
For CC(C)[C@@H](CC(=O)N[C@@H]1CCCC[C@H]1C(=O)N[C@H](CC(=O)N[C@@H](CCC(=O)O)CC(=O)O)Cc1ccccc1)NC(=O)C[C@H](Cc1c[nH]c2ccccc12)NC(=O)[C@@H]1CCCC[C@H]1N the results were FBPA Giardia inh -25.8%.
COc1cccc(Nc2ncc3nc(-c4cn(C)c5ccccc45)c(=O)n(CCC#N)c3n2)c1 was read as FBPA Giardia inh -4.5%.
CC[C@H](C)[C@H](N)C(=O)N[C@H]1CCC(=O)NCC(C(=O)N[C@@H](Cc2ccc(O)cc2)C(=O)N[C@@H](CCCNC(=N)N)C(=O)N[C@@H](CC(C)C)C(=O)N[C@@H](CCCNC(=N)N)C(=O)N[C@@H](Cc2ccc(O)cc2)C(N)=O)NC(=O)[C@@H]2CCCN2C(=O)[C@@H](NC(=O)[C@@H](N)[C@@H](C)CC)CCC(=O)NCC(C(=O)N[C@@H](Cc2ccc(O)cc2)C(=O)N[C@@H](CCCNC(=N)N)C(=O)N[C@@H](CC(C)C)C(=O)N[C@@H](CCCNC(=N)N)C(=O)N[C@@H](Cc2ccc(O)cc2)C(N)=O)NC(=O)[C@@H]2CCCN2C1=O (stereo partly specified) was read as FBPA Giardia inh -1.7%.
`CCC1(c2ccccc2)NC(=O)NC1=O` (stereo unspecified) gave FBPA Giardia inh -3.5%.

This is a subset, so the mix of outcomes need not match the whole.
